aDG glyco act – alpha-DG glycosylation activation. Pro5-aDG cells, alpha-DG glycosylation AlphaScreen (IIH6); 0% Pro5, 100% B10-LARGE cell signal. 0.22% of 360,000 active. AID 624168. activation, % at 10 µM;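 active = activation of at least 8% versus controls, or a plate z-score of at least 8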;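 note: Pro5 are CHO cells carrying HIG-tagged alpha-DG that lacks glycosylation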
Cardio protect – protects H9c2 cardiomyocytes from peroxide injury; H2O2 injury protection, ATPLite, 2 h; protection from H2O2 cell death, % at 20 µM; 0.63% of 360,000 active; AID 588492;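 active = compounds giving at least 50% protection of heart cells from peroxide-induced death in the single-dose screen, raw or plate-pattern-corrected value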;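 note: 0% = DMSO wells with peroxide and 100% = DMSO wells without peroxide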
Exocytosis inh – lytic granule exocytosis inhibition; TALL-104 LAMP-1 surface exposure, flow cytometry; cells stimulated with thapsigargin and PMA; 0.66% of 360,000 active; AID 651702; inhibition, % at 10 µM;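 active = inhibition above about 55%, limit read from the data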
N-glyco inh – N-linked glycosylation inhibition; D54 ERlucT glycosylation luciferase reporter, 24 h; percent of 100 nM tunicamycin response; 0.23% of 360,000 active; reporter increase, % at 12.5 µM; AID 588692;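 active = mean luciferase reporter signal, scaled so untreated is 0 and the glycosylation-blocking control 100, at or above a set limit in every replicate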;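 note: luciferase carries N-glycosylation sites so blocking glycosylation raises the light; 0% = median of neutral control wells and 100% = median of 100 nM tunicamycin wells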
iPSC survival up – enhancers of human iPSC single-cell survival | survival enhancement, % at 20 µM | 0.044% of 360,000 active | AID 602274 | hiPSC single-cell survival, ATPlite luminescence; 100% = ROCK inhibitor wells, 0% = DMSO; in the data active = survival enhancement above about 18%;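 note: cells exposed to compounds for 16 hours before the ATP read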
ABCB6 inh MLPCN – blocks the human ABCB6 transporter. 0.19% of 360,000 active. AID 602162. fluorescence ratio to DMSO, % at 10 µM. Q9NP58. K562-ABCB6 porphyrin accumulation, flow cytometry, 1 h; active compounds read low;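 active = fluorescence ratio to DMSO below 75%, the collection mean minus 3 SD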;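 note: signal is porphyrin accumulated inside mitochondria; 100% equals median channel fluorescence of DMSO control wells; lower ratio means ABCB6 inhibition with less porphyrin fluorescence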
Target sequence (Q9NP58 whole entry, looked up): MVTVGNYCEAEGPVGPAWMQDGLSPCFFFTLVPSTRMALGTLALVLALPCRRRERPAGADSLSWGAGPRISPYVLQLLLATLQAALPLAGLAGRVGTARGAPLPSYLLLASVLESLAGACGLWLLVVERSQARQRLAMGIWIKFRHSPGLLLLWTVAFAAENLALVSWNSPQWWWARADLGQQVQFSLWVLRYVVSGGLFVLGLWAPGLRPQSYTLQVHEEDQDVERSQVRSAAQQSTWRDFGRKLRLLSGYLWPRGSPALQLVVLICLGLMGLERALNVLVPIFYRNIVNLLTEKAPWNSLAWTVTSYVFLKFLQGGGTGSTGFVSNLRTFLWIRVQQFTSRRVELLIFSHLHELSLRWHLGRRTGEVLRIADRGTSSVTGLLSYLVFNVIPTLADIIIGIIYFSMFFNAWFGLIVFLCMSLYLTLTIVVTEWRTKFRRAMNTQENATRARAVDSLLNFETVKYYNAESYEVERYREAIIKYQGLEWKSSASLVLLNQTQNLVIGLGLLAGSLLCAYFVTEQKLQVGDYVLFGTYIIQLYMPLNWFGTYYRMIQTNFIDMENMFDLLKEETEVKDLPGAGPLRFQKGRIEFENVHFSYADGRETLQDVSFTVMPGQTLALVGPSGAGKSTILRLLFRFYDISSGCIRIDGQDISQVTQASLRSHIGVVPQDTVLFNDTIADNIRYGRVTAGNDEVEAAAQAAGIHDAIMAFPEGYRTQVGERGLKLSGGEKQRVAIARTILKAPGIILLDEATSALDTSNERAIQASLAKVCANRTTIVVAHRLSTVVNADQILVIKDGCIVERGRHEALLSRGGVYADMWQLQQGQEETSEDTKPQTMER
HTR2A ag – agonists of mouse serotonin 5-HT2A receptor (HTR2A); CHO-K1 mHTR2A beta-arrestin complementation, luminescence; percent of 30 µM serotonin response; AID 624169; activation, % at 7.6 µM; P35363; 0.66% of 360,000 active;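 active = activation above a run cutoff, the mean activation of all tested compounds plus 3 SD, cut at about 14% in these data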;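 note: 0% = plate median of compound wells and 100% = 30 µM serotonin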
ABHD5-PLIN5 inh – ABHD5-PLIN5 protein interaction inhibition | 0.78% of 360,000 active | Split G. princeps luciferase complementation, luminescence, 4 h | inhibition, % at 4 µM | Q00G26+Q8WTS1 | AID 602281;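 active = inhibition above the mean inhibition across every tested compound plus 3 SD, cut at about 22% in these data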;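 note: 0% = DMSO only wells and the 100% control is not disclosed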
MC4R ag barr – human MC4R agonism via beta-arrestin | 0.98% of 360,000 active | U2OS MC4R beta-arrestin complementation, luminescence; percent of melanotan II response, DMSO zero | activation, % at 8.9 µM | P32245;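 active = activation above a per-plate cutoff, the mean activation of sample wells on that plate plus 3 SD, cut at about 8% in these data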
MC4R antag cAMP – human MC4R antagonism in cAMP assay. inhibition, % at 6.5 µM. AID 540295. 0.48% of 360,000 active. MC4R-expressing cells, MTII-stimulated cAMP, LANCE TR-FRET;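 active = inhibition above its plate's cutoff, the mean of tested wells on that plate plus 3 SD, cut at about 29% in these data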;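 note: 0% = Melanotan II alone and 100% = Melanotan II plus saturating MCL0020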
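system = U2OS cells with stable human MC4R expression | also added = Melanotan II challenge after compound preincubation | dosing = one concentration, 6.5 µM nominal | incubation = compound 30 min, challenge 1 h, detection 1 h | measured by = TR-FRET with Eu-cAMP and labeled anti-cAMP, 671 nm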
* marks the source's active call; other numbers are inactive results; / = not tested or not shown.

entry | SMILES | aDG glyco act | Cardio protect | Exocytosis inh | N-glyco inh | iPSC survival up | ABCB6 inh MLPCN | HTR2A ag | ABHD5-PLIN5 inh | MC4R ag barr | MC4R antag cAMP
1 | O=C(CCCn1c(=O)[nH]c2ccccc2c1=O)NC1CCCCCC1 | -0.1 | 6 | 0 | / | 0.6 | 90 | -1 | 1 | -0.4 | 10
2 | O=C(NNC(=S)NC(=O)c1ccccc1[N+](=O)[O-])c1ccccc1Cl | 0.0 | 3 | 1 | 1 | 0.7 | 94 | 0 | 2 | -1.9 | 16
3 | O=C(Cn1cc(/C=N/NC(=O)c2ccccc2Br)c2ccccc21)Nc1ccc(F)cc1 | 1.7 | -7 | 4 | -4 | 0.1 | 101 | 5 | -2 | -1.2 | 6
4 | CCCN(CCC)C(=S)NC(=O)c1ccc(-c2ccccc2)cc1 | 0.5 | 20 | -1 | 15 | -3.0 | 94 | -11 | -1 | -0.3 | -4
5 | N#CCC(=O)N/N=C\c1ccc(OC/C=C/c2ccccc2)cc1 | 0.0 | -6 | 27 | 0 | 0.3 | 98 | -4 | 18 | 2.0 | 11
6 | Cc1ccccc1-n1nc2c(c1NC(=O)c1ccco1)CS(=O)(=O)C2 | -0.1 | 9 | -2 | 4 | -0.4 | 104 | 8 | 3 | -1.5 | 1
7 | CC(C)OC(=O)N(C)C[C@H]1OCc2cnnn2CCCC(=O)N([C@H](C)CO)C[C@H]1C | 0.3 | 6 | 3 | 3 | -0.3 | 98 | 0 | 10 | 2.5 | 6
8 | CC(Oc1cc2oc(=O)c3c(c2cc1Cl)CCC3)C(=O)NCCCN1CCOCC1 (stereo not drawn) | 0.0 | -1 | -2 | -3 | 0.9 | 100 | 1 | 0 | -1.7 | 16

Only iPSC survival up and MC4R ag barr (2 entries from above):
no.	Compound	iPSC survival up	MC4R ag barr
7	CC(C)OC(=O)N(C)C[C@H]1OCc2cnnn2CCCC(=O)N([C@H](C)CO)C[C@H]1C	-0.3	2.5
4	CCCN(CCC)C(=S)NC(=O)c1ccc(-c2ccccc2)cc1	-3.0	-0.3

More entries follow:
entry | SMILES | aDG glyco act | Cardio protect | Exocytosis inh | N-glyco inh | iPSC survival up | ABCB6 inh MLPCN | HTR2A ag | ABHD5-PLIN5 inh | MC4R ag barr | MC4R antag cAMP
9 | C(=C/c1ccnc2nc(SC/C=C/c3ccccc3)nn12)/c1ccccc1 | -0.4 | -3 | 7 | 9 | -1.2 | 100 | -8 | 5 | 1.4 | 4
10 | Cc1c(C(=O)N2CCCc3ccccc32)sc2nc(-c3ccccc3)cn12 | 1.2 | 11 | -4 | -2 | -1.3 | 93 | -1 | -1 | -0.2 | -6
11 | Cc1ccc(OCCN2CCC2(C)C(=O)Nc2ccc3c(c2)OCCO3)cc1 (stereo not drawn) | 0.2 | -5 | 0 | 0 | 1.1 | 95 | -2 | 5 | -0.1 | 3
12 | O=C1S/C(=C\c2ccc(N3CCOCC3)o2)C(=O)N1Cc1ccc(F)cc1 | 0.0 | -9 | 32 | -2 | 0.5 | 325 | 6 | 17 | -2.5 | 1
13 | Nc1c(S(=O)(=O)c2ccccc2)c2nc3ccccc3nc2n1C1CC1 | 0.3 | 9 | -4 | 2 | 0.3 | 99 | 2 | 4 | -2.7 | 5
14 | CCOC(=O)C1CCCN(C(=O)c2ccccc2NC(=O)C2=C(C)OCCS2)C1 (stereo not drawn) | -0.1 | 2 | -10 | 1 | -0.6 | 103 | -1 | 4 | -1.9 | 9
15 | Cc1ccc(NC(=O)c2c(Cl)nc3ccccn23)cc1 | 0.0 | -5 | -6 | -3 | 0.0 | 98 | 4 | 2 | -0.8 | 4
16 | Cc1ccsc1-c1cc2nc(NCCCN(C)C)n(C)c(=O)c2s1 | 1.6 | 3 | 2 | 4 | -3.1 | 99 | 3 | 3 | -0.2 | 7
17 | O=C(Nc1nnc(SCc2ccccc2)s1)c1ccco1 | 0.2 | 3 | -1 | 2 | 0.2 | 89 | 0 | 0 | -0.8 | 1
18 | CCc1nc2c(OCc3ccc(Cl)cc3)cccn2c1N(C)C(=O)c1ccco1 | 0.0 | -1 | 11 | -1 | -0.8 | 99 | 9 | 2 | -1.8 | 7
19 | O=C(NCc1ccc2c(c1)OCO2)C1(S(=O)(=O)c2ccccc2)CC1 | 0.5 | 5 | -1 | 0 | 4.2 | 88 | -1 | -4 | -0.1 | 1
20 | Cc1cc(/C=N/NC(=O)c2ccc(CN3CCOCC3)cc2)c(C)n1-c1ccccc1 | 1.6 | -4 | -1 | -3 | -0.3 | 99 | -4 | 11 | -1.1 | -6
21 | N#CCCN1CCN(S(=O)(=O)c2ccc(C#N)cc2)CC1 | -0.2 | 7 | 0 | 1 | -0.3 | 94 | 3 | 14 | 0.1 | -2
22 | Oc1cccc(NC(=S)N=Nc2c(O)[nH]c3ccc(Br)cc23)c1 | -0.3 | 6 | -4 | 0 | 0.7 | 96 | -5 | -2 | 3.2 | -1
23 | Cc1cc(C)c(S(=O)(=O)Nc2nnc(C)s2)c(C)c1 | 0.0 | 0 | 1 | 0 | 7.5 | 90 | -6 | 4 | 1.0 | 5
24 | CC(=O)Nc1c(S(=O)(=O)c2ccccc2)c2nc3ccccc3nc2n1Cc1ccccc1 | 0.0 | 10 | 2 | -3 | 0.2 | 102 | 2 | 3 | -1.7 | 3
25 | CCc1ccc(S(=O)(=O)N2CCN(c3ccccc3OC)CC2)cc1 | 0.0 | 1 | -4 | 1 | -0.2 | 97 | -1 | -16 | -1.1 | 1
26 | CC1(C(=O)NCc2ccccc2)CCC(=O)N1CCOc1ccccc1 (stereo not drawn) | 0.0 | 7 | 5 | -1 | -1.1 | 93 | 2 | 0 | / | /
27 | CCOc1ccc(CN2CCN(Cc3c(C)nn(CC)c3C)CC2CCO)cc1 (stereo not drawn) | 0.0 | 5 | -4 | 1 | -0.2 | 97 | 9 | 2 | -2.8 | 8
28 | CCC(=O)c1cn(/C(=C\C(=O)OC(C)(C)C)CCC(OC)OC)cc1CC | 0.4 | -2 | 10 | -3 | -0.9 | 102 | 1 | 7 | 0.5 | 4
29 | CN1CCN(c2ccc([N+](=O)[O-])cc2NC(=O)c2ccccc2Cl)CC1 | -0.5 | 10 | -3 | -1 | 0.0 | 98 | -6 | 14 | 0.4 | -7
30 | Cc1cc(-c2csc(N)n2)c(C)n1C | 0.3 | -5 | 4 | 2 | -0.6 | 103 | 6 | -2 | -0.3 | 13
31 | C=CCC(=O)N1CCCC(CNC(=O)c2ccc(-c3ccccc3)cc2)C1 (stereo not drawn) | 0.1 | -3 | 0 | 0 | 0.0 | 93 | -10 | 0 | -2.9 | 12
32 | C=CCN1N=C(c2ccc(Cl)s2)CSC1=O | 0.8 | -6 | 0 | -1 | 0.7 | 94 | 6 | 5 | 4.8 | -4
33 | COC(=O)[C@]12CCCCC=C1N(Cc1cccc3ccccc13)C(=O)[C@H](CC(=O)N1CCN(C(=O)C3CC3)CC1)C2 | 0.0 | / | -6 | / | -0.4 | 100 | -4 | 9 | / | /
34 | CN(C)S(=O)(=O)c1ccc(N2C(=O)CC2(/C=C/c2ccccc2)C(=O)NC2CCCC2)cc1 (stereo not drawn) | -0.3 | -3 | 3 | 3 | 0.3 | 99 | 2 | 1 | 2.9 | -4
35 | Cc1ccc(NC(=O)C2c3ccccc3-c3ccccc32)cc1 | -0.2 | 0 | -7 | -1 | 0.3 | 96 | 6 | 4 | / | /
36 | CC(C)CN(C(=O)CN(C)C(=O)Cc1ccc(Cl)cc1)c1c(N)n(CC(C)C)c(=O)[nH]c1=O | 0.0 | 4 | 6 | -1 | 0.7 | 101 | -2 | -2 | -1.9 | -4
37 | O=C(/C=C/c1ccc(O)c(O)c1)OC1C(O)CC(OC(=O)/C=C/c2ccc(O)c(O)c2)(C(=O)O)CC1O (stereo not drawn) | -0.2 | -8 | -3 | 3 | -0.5 | 96 | 2 | 7 | -0.7 | 1
38 | CC(C)c1ccc(/C=C/C(=O)NNC(=O)c2cccnc2)cc1 | -0.3 | -8 | -2 | 3 | -1.4 | 89 | 5 | 0 | -1.8 | 6
39 | Cc1noc(C)c1C(c1ccccc1)c1ccccc1 | 0.0 | -4 | -1 | 0 | -1.6 | 102 | 1 | -4 | 2.0 | -2
40 | CC(=O)N1CCc2c(sc(NC(=O)Cc3ccccc3)c2C(N)=O)C1 | -0.2 | 1 | -3 | 0 | 2.2 | 101 | 2 | 7 | 1.5 | 14
41 | Cc1ccc(S(=O)(=O)NCCC(=O)N2CCN(C/C=C/c3ccccc3)CC2)cc1 | 0.3 | -7 | -1 | -1 | -0.4 | 96 | -7 | 10 | 2.4 | 4
42 | CC(C)(Oc1ccc(CCNC(=O)c2ccc(-c3ccc(Cl)cc3)o2)cc1)C(=O)O | 0.2 | 8 | 2 | 3 | 0.0 | 95 | 3 | -6 | 0.3 | 22
43 | CC1CCc2c(sc3ncn(CC(=O)N4CCCCC4)c(=O)c23)C1 (stereo not drawn) | -0.6 | -4 | 0 | 1 | 1.0 | 100 | 0 | -7 | 0.2 | 4
44 | C/C(CC(=O)Nc1c(C)cc(C)cc1C)=N\NC(=O)c1cnccn1 | -0.1 | -5 | -1 | 0 | -1.0 | 99 | 2 | -2 | -0.8 | 13
45 | S=C1NCCc2ccccc2C1c1ccccc1Cl (stereo not drawn) | 1.5 | 6 | 1 | -1 | -3.1 | 96 | -4 | -5 | 0.3 | -1
46 | COc1ccc(OCc2nc3ccccc3[nH]2)cc1 | -0.1 | -17 | -3 | -7 | -2.1 | 101 | 1 | 5 | 0.0 | -3
47 | CC1CCc2c(sc3nc(SCC(=O)NCc4ccco4)nc(N)c23)C1 (stereo not drawn) | 0.3 | -21 | -1 | -2 | 1.0 | 100 | 1 | 1 | -1.4 | 9
48 | O=C(O)c1cccc(NC(=O)c2cc(S(=O)(=O)N3CCOCC3)cs2)c1 | -0.3 | 6 | 0 | -1 | 3.7 | 96 | 3 | 1 | 1.3 | 1
49 | O=C1NC(Cc2ccc(O)cc2)c2nc3ccc(Br)cc3c(=O)n2-c2cc3ccccc3cc21 (stereo not drawn) | -0.4 | -5 | -2 | 10 | 0.3 | 101 | -8 | -1 | 1.2 | 24
50 | CCCCCc1cc(=O)oc2c(C(CCN3CCCC(C)C3)c3ccc4c(c3)OCO4)c(OC)cc(OC)c12 (stereo not drawn) | 1.8 | -13 | -6 | -1 | -4.5 | 97 | -19 | 10 | -0.8 | 5
51 | O=C(NCc1ccccn1)c1ccc(CNS(=O)(=O)c2cccc(C(F)(F)F)c2)cc1 | -0.3 | -6 | 0 | 0 | 2.4 | 97 | -1 | 1 | 1.1 | 1
52 | CCOC(=O)c1cc2c(ccc3ccccc32)oc1=O | 0.1 | 9 | 10 | 0 | 0.0 | 98 | -1 | 5 | -2.4 | 6
53 | O=C1NC2=C(C(=O)c3ccccc32)C(c2ccccc2)N1 (stereo not drawn) | 0.0 | -1 | 2 | 2 | 4.0 | 98 | 1 | -38 | -1.4 | -8
54 | COc1ccc(S(=O)(=O)N(C)C)cc1NC(=O)c1ccc2c(c1)NC(=O)C(C)S2 (stereo not drawn) | -0.2 | 10 | 3 | -4 | -0.5 | 93 | -15 | -8 | -1.1 | 6
55 | CCN(C(=O)CSc1nnc(CNc2cccc(OC)c2)n1C1CCCCC1)C1CCS(=O)(=O)C1 (stereo not drawn) | 0.0 | 1 | 0 | 0 | -0.6 | 98 | -3 | -2 | 2.4 | 8

High-throughput results (PubChem)
